CCHFV vOTU inh – CCHFV vOTU protease inhibition; Pep-AMC fluorescence; inhibition, % at 11.5 µM; actives 0.55% (n = 370,000); AID 651958; in the data active means inhibition above about 30%; further: 0% = vehicle wells with enzyme and 100% = no enzyme wells
PrPC surface inh – reduces human prion protein on the cell surface. P04156. cell surface PrPC, TR-FRET read-out. inhibition, % at 13.8 µM. actives 0.43% (n = 370,000); in the data active means inhibition above about 24%; further: 0% = median of the test wells and 100% = reference compound wells
* marks the source's active call; other numbers are inactive results; & = joins results of further samples.

SMILES	CCHFV vOTU inh	PrPC surface inh
Cc1cccc(C)c1NC(=O)C1C(c2ccc3c(c2)OCO3)=Nc2ccccc2N1C(=O)c1cccc(C(F)(F)F)c1 (stereo not given)	5	6
Cc1ccc(-c2nc3ncccn3c2NC(=O)Nc2ccc(OC(F)(F)F)cc2)cc1	-2	-5
COC(=O)[C@]1(Cc2ccccc2)NC=C(C(=O)c2ccc(F)cc2)[C@@H]1c1ccccc1	-5	-10
COCCCN1C(=O)[C@H](CC(=O)NCC2CCCCC2)[C@]2(C(=O)OC)CCCCC=C12	-1	-3
COC(=O)[C@]12C[C@H](CC(=O)NCc3cccs3)C(=O)N(CCc3ccc(OC)c(OC)c3)C1=C[C@H](C(C)C)O[C@@H]2C1CC1	13	-8
O=C(C(=O)N1CCN(c2ccccc2)CC1)c1ccncc1	3	-4
O=C(/C=C(\Nc1ccccc1)c1ccccc1)c1ccccc1	1	3
Cc1ccc(NCN2C(=O)c3ccccc3C2=O)c(C)n1	-4	-1
COc1ccccc1-c1nnc2n1N=C(c1ccc3c(c1)OCO3)CS2	13	13
C/C(=N/NC(=O)Cc1cccs1)c1cccc([N+](=O)[O-])c1	2	3
CC(C)(C)OC(=O)NCc1ccccc1/C=C/S(=O)(=O)NC1CCCC1	-4	8
CCCCCCCCN1C(=O)[C@@H](CC(=O)NCc2ccccc2)C[C@@]2(C(=O)OC)C1=C[C@H](C(C)C)O[C@@H]2C1CC1	39*	7
O=C(CN1CCN(Cc2ccccc2Cl)CC1)N/N=C\c1ccccc1F	3	6
N#Cc1ccc(NC(=O)OC2CCC23CCC(c2ccccc2)CC3)cc1 (stereo not given)	9	9
O=C1N(Cc2ccccc2)c2ccccc2C12CCCc1sc(CCc3ccccc3)nc12 (stereo not given)	5	6

Next part
SMILES	CCHFV vOTU inh	PrPC surface inh
Cc1ccc2c(c1)C1CS(=O)(=O)N(Cc3ccccc3)C(=O)N1C2 (stereo not given)	-6	-1
COc1ccc(CN2C(=O)CSCC2(C)C(=O)NCc2ccccc2)cc1 (stereo not given)	2	8
CC(C)(C)NC(=O)C(c1cc2ccccc2o1)n1c(=O)c(-c2cc3ccccc3[nH]2)nc2ccccc21 (stereo not given)	-8	2
O=P(OCCCl)(OCCCl)OCCCl	-4	-1
CCCCCN1CCCCC(NC(=O)c2ccc3ccccc3c2)C1=O (stereo not given)	15	12
CC(=O)N1CCC(C(=O)N2c3ccccc3N=C(c3ccc4c(c3)OCO4)C2C(=O)NCc2ccccc2)CC1 (stereo not given)	23	-17
COc1ccc(CC(=O)NC2CCCCN(Cc3ccc(Cl)cc3)C2=O)cc1OC (stereo not given)	12	4
CCCCCCCCNS(=O)(=O)CC1NCc2ccccc21 (stereo not given)	17	-6
COC(=O)C1=C(C)N(C)C(=NCC2CC2)NC1c1cccc(Cl)c1 (stereo not given)	-8	-6
O=c1c2ccccc2n(Cc2ccno2)n1[C@@H](Cc1ccccc1)Cn1cc(C2CCCC2)nn1	-5	2
CCOC(OCC)P(=O)(CNC(c1ccccc1)(c1ccccc1)c1ccccc1)OCC (stereo not given)	18	14
CCCCNC(=O)C1(C(=O)c2ccc(OC)cc2)CC(c2ccccn2)=NO1 (stereo not given)	2	0
CCn1c2ccccc2c2cc(C=NNC(=O)c3cc(-c4ccc(OC)cc4)n[nH]3)ccc21	-82	8
Cc1ccccc1CN1C(=O)CSCC1(C)C(=O)Nc1ccc2c(c1)OCCO2 (stereo not given)	-3	6
C/C(C=Nn1c(-c2ccc(F)cc2)n[nH]c1=S)=C/c1ccco1	6	6

Going on with the list.
SMILES	CCHFV vOTU inh	PrPC surface inh
COc1ccc2[nH]cc(C(C)c3ccccc3O)c2c1 (stereo not given)	-3	-2
C#CCN(Cc1cccc(F)c1)C(=O)c1nnc2c3cc(F)ccc3n(S(=O)(=O)c3ccc(OC)cc3)c2n1	0	0
CC(C)(C)n1nnnc1C1CN=C(c2ccccc2)c2cc(Cl)ccc2N1 (stereo not given)	1	5
O[C@H](COc1ccc(OC(F)(F)F)cc1)CN1CCC(C(O)(c2ccccc2)c2ccccc2)CC1	24	-14
CCCC#Cc1ccc(CC[C@H]2O[C@H]3CC[C@H](CO)O[C@H]3C[C@H]2NC(=O)CN2CCOCC2)cc1	-1	8
COC(=O)[C@]12C[C@H](CC(=O)NCc3cccc4ccccc34)C(=O)N(Cc3ccccc3)C1=C[C@H](C(C)(C)C)O[C@@H]2C	26	0
Cc1cnc(-c2nc3ccccc3n2C(C(=O)NC(C)(C)C)c2cc3ccccc3o2)cn1 (stereo not given)	4	-7
CC(C)(C)C(=O)OC12CCCN(C1)/C(=C/c1ccccc1)C2 (stereo not given)	5	-1
Cc1cccc(-c2nnc(SCC(=O)Nc3ccc(-c4nc5ccc(C)cc5s4)cc3)n2Cc2ccco2)c1	-41	-4
COC(=O)C[C@H]1CC[C@H]2[C@H](COc3ccc(NS(=O)(=O)c4ccccc4C)cc3C(=O)N2C)O1	1	2
Cc1ccc(S(=O)(=O)N(C)[C@H]2C[C@H]3c4cc(-c5ccccc5C)ccc4CCN3C[C@H]2[C@H](C)O)cc1	-2	1
COC(=O)[C@]12C[C@H](CC(=O)N3CCN(C(=O)C4CC4)CC3)C(=O)N(Cc3ccco3)C1=C[C@H](C1CCCC1)O[C@@H]2C	-9	-1
COC(=O)[C@]12C[C@H](CC(=O)N3CCOCC3)C(=O)N(CCC3=CCCCC3)C1=C[C@H](C(C)(C)C)O[C@@H]2C	30*	5
C=CCN(CC#CC(=C)C)Cc1ccc(OC)cc1OC	-1	-5
CC1=CC(O)(c2ccccn2)P(=O)(c2ccccc2)C=C1C (stereo not given)	2	-10

Gathered by group, those above with nitrogen in an aromatic ring.
SMILES	CCHFV vOTU inh	PrPC surface inh
Cc1ccc(-c2nc3ncccn3c2NC(=O)Nc2ccc(OC(F)(F)F)cc2)cc1	-2	-5
O=C(C(=O)N1CCN(c2ccccc2)CC1)c1ccncc1	3	-4
Cc1ccc(NCN2C(=O)c3ccccc3C2=O)c(C)n1	-4	-1
COc1ccccc1-c1nnc2n1N=C(c1ccc3c(c1)OCO3)CS2	13	13
O=C1N(Cc2ccccc2)c2ccccc2C12CCCc1sc(CCc3ccccc3)nc12 (stereo not given)	5	6
CC(C)(C)NC(=O)C(c1cc2ccccc2o1)n1c(=O)c(-c2cc3ccccc3[nH]2)nc2ccccc21 (stereo not given)	-8	2
O=c1c2ccccc2n(Cc2ccno2)n1[C@@H](Cc1ccccc1)Cn1cc(C2CCCC2)nn1	-5	2
CCCCNC(=O)C1(C(=O)c2ccc(OC)cc2)CC(c2ccccn2)=NO1 (stereo not given)	2	0
CCn1c2ccccc2c2cc(C=NNC(=O)c3cc(-c4ccc(OC)cc4)n[nH]3)ccc21	-82	8
C/C(C=Nn1c(-c2ccc(F)cc2)n[nH]c1=S)=C/c1ccco1	6	6
COc1ccc2[nH]cc(C(C)c3ccccc3O)c2c1 (stereo not given)	-3	-2
C#CCN(Cc1cccc(F)c1)C(=O)c1nnc2c3cc(F)ccc3n(S(=O)(=O)c3ccc(OC)cc3)c2n1	0	0
CC(C)(C)n1nnnc1C1CN=C(c2ccccc2)c2cc(Cl)ccc2N1 (stereo not given)	1	5
Cc1cnc(-c2nc3ccccc3n2C(C(=O)NC(C)(C)C)c2cc3ccccc3o2)cn1 (stereo not given)	4	-7
Cc1cccc(-c2nnc(SCC(=O)Nc3ccc(-c4nc5ccc(C)cc5s4)cc3)n2Cc2ccco2)c1	-41	-4
CC1=CC(O)(c2ccccn2)P(=O)(c2ccccc2)C=C1C (stereo not given)	2	-10

(listing goes on)
SMILES	CCHFV vOTU inh	PrPC surface inh
C=CCN1C(=O)[C@@H](CC(=O)N2CCC(c3ccccc3)CC2)[C@]2(C(=O)OCC)CCCCC/C=C/12	10	5
COC(=O)N1C[C@H](OCc2ccccc2)[C@H]2C[C@@H]1c1ccccc1O2	14	12
CCCCCCCN(c1ccccc1)C1C[C@H]2CCCC(=O)N3CC[C@@H](C1)[C@@H]23 (stereo not given in full)	14	1
CCCCCCCCN1C(=O)[C@@H](CC(=O)NCCc2ccccc2OC)C[C@@]2(C(=O)OC)C1=C[C@H](C1CCCC1)O[C@@H]2C	9	-4
CCCCCn1nnnc1C1c2ccccc2OCC(=O)N1Cc1ccco1 (stereo not given)	0	2
Cc1cccc(NC(=O)CSc2nnc(NC(=O)c3ccc(S(=O)(=O)N4CCOCC4)cc3)s2)c1C	-5	4
C#CCCCN([C@@H](CC(C)C)C(=O)OC)S(=O)(=O)c1ccc(F)cc1Br	7	4
Cc1cccc(C)c1NC(=O)C(c1cccc(F)c1)N1CCN(C)CC1 (stereo not given)	-2	0
Nc1ccn([C@@H]2O[C@H](C(=O)N3CCN(CCO)CC3)[C@@H](O)[C@H]2O)c(=O)n1	-3	3
CCCCCNC(=O)C(CCc1ccccc1)n1c(=O)c(-c2ccccc2)nc2ccccc21 (stereo not given)	8	9
Nn1c(SCC(=O)Nc2cccc3ccccc23)nnc1-c1cc(-c2ccccc2)n[nH]1	1	-5
O=S1(=O)c2ccc(Br)cc2OC[C@H](Cc2ccccc2)N1Cc1cn(Cc2ccc(F)cc2)nn1	6	1
COC(=O)C1=CN(c2ccc(C(C)(C)C)cc2)C(N)=C(C#N)C1c1cccc2ccccc12 (stereo not given)	1	5
C[C@@H]1[C@@H](O)C[C@@]2(C[C@H](O)c3ccccc3O2)O[C@H]1c1ccccc1	-12	-2
CC1CN(c2nc3ccccc3nc2SCC(=O)N2CCN(S(=O)(=O)c3ccc(F)cc3)CC2)CC(C)O1 (stereo not given)	-1	-9

Other structures:
SMILES	CCHFV vOTU inh	PrPC surface inh
O=C(NN=Cc1ccc(-c2ccccc2)cc1)c1cc(-c2ccc(Cl)cc2)n[nH]1	-2	6
CCN1C(=O)N(C(C)=O)[C@@H]2C[C@H](C(=O)N3CCCC3)[C@H](C)[C@H](c3ccccc3)C[C@@H]21	1	2
COc1cc2c(cc1NC(=O)CSc1nnc(-c3ccccn3)n1-c1ccccc1)oc1ccccc12	-2	7
Cc1ccccc1NC(=O)CCS(=O)(=O)c1ccccc1	2	-5
CN1CC=C(c2ccccc2)N(c2ccccc2)C1=O	4	14
O=C(CSc1nnc(-c2ccccc2)n1-c1ccc(Cl)cc1)c1ccc(F)cc1	7	5
CC1(C(=O)NCc2ccccc2)CN(S(C)(=O)=O)CC(=O)N1CCc1ccc(O)cc1 (stereo not given)	-4	-6
CC(C)=CCC/C(C)=C/CN1C(=O)N(c2ccc(F)cc2)[C@H]2C[C@@H](c3ccccc3)[C@@H](C)[C@@H](C(=O)N3CCOCC3)C[C@H]21	17	-2
CC1=N/C(=C\c2ccc([N+](=O)[O-])cc2)C(=O)N1c1ccc(C)c(Cl)c1	0	-19
CC(=O)CC1N(S(=O)(=O)c2ccc(C)cc2)c2ccccc2N1S(=O)(=O)c1ccc(C)cc1	9	3
COC(=O)[C@]12C[C@H](CC(=O)N3CCC(c4ccccc4)CC3)C(=O)N(Cc3ccc4c(c3)OCO4)C1=C[C@H](C(C)C)O[C@@H]2C1CC1	4	0
COc1cccc(/C=N\N2CCN(c3ccc(C)cc3)CC2)c1O	-5	1
CCCCOCCCNC(=O)C[C@H]1C[C@@]2(C(=O)OC)C(=C[C@H](C(C)C)O[C@@H]2C2CC2)N(Cc2ccccc2)C1=O	29	-2
Cc1cccc(C)c1NC(=O)C(c1ccccc1OC(F)(F)F)N1CCN(C)CC1 (stereo not given)	-2	-2
O=C(CCn1nnc(-c2cccs2)n1)N1CCOCC1	0	-5

> O=S1(=O)c2ccc(N3CCN(Cc4ccccc4F)CC3)cc2Oc2ccccc2CN1Cc1cn(Cc2ccc(C(F)(F)F)cc2)nn1
- CCHFV vOTU inh = 21
- PrPC surface inh = -4

> CCCCOc1ccc(C(=O)NC2CCCCN(CC)C2=O)cc1 (stereo not given)
- CCHFV vOTU inh = -2
- PrPC surface inh = 0

> COc1ccc2c(c1)CN1C(=O)N(CCc3ccccc3)S(=O)(=O)CC21 (stereo not given)
- CCHFV vOTU inh = 0
- PrPC surface inh = 7

> Cc1cccc(NC(=O)CSc2ncnc3sc4c(c23)CCCC4)c1
- CCHFV vOTU inh = 7
- PrPC surface inh = 9

> COc1ccc(-n2cc(COC(=O)NCCc3c[nH]c4ccccc34)nn2)cc1
- CCHFV vOTU inh = 0
- PrPC surface inh = 24

> CN(Cc1ccccc1)C(=O)OCc1cn(Cc2cccc(C(F)(F)F)c2)nn1
- CCHFV vOTU inh = 15
- PrPC surface inh = 5

> Clc1ccc(-n2c(SCc3cccc4ccccc34)nnc2-c2ccccn2)cc1
- CCHFV vOTU inh = 7
- PrPC surface inh = 1

> COC(=O)[C@H]1C[C@@]2(c3ccccc3)c3ccccc3N(S(=O)(=O)c3ccccc3)[C@H]2N1
- CCHFV vOTU inh = 6
- PrPC surface inh = 4

> COc1ccc(S[C@]2(C(=O)N3CCOCC3)CC(=O)N(c3ccc(C#N)cc3)[C@@H]2c2ccc(OC)cc2)cc1
- CCHFV vOTU inh = -1
- PrPC surface inh = -4

> O=C(c1ccc(C#Cc2ccccc2)cc1)N1CCC(O)CC1
- CCHFV vOTU inh = -5
- PrPC surface inh = 2

> CCn1c(COc2ccc(C)cc2)nnc1SCC(=O)Nc1ccc(Oc2ccccc2)cc1
- CCHFV vOTU inh = 0
- PrPC surface inh = -2

> Cc1ccc(OCc2nnc(SCC(=O)Nc3cccc4ccccc34)n2Cc2ccco2)cc1
- CCHFV vOTU inh = 9
- PrPC surface inh = 3

> C#CCN1CC(N(C)CCO)CS1(=O)=O (stereo not given)
- CCHFV vOTU inh = -3
- PrPC surface inh = -1

> Nc1nc2c(ncn2[C@@H]2O[C@H](C(=O)N[C@H](Cc3ccccc3)C(=O)NCc3ccc4c(c3)OCO4)[C@@H](O)[C@H]2O)c(=O)[nH]1
- CCHFV vOTU inh = 15
- PrPC surface inh = -5

> COC(=O)c1cc2c(c3c4ccccc4n(S(=O)(=O)c4ccccc4)c13)C(=O)N(Cc1ccc(N(C)C)cc1)C2
- CCHFV vOTU inh = 9
- PrPC surface inh = 13

> CS(=O)(=O)c1ccc(OCCCN2CCC(C(O)(c3ccccc3)c3ccccc3)CC2)cc1
- CCHFV vOTU inh = -9&-7
- PrPC surface inh = -15&-21

> CCCCN1CC(COCc2ccccc2)Oc2cccc(Oc3ccc(F)cc3OC)c2S1(=O)=O (stereo not given)
- CCHFV vOTU inh = 5
- PrPC surface inh = 3

> CCN(CC)CCCNC(=O)CC1Oc2ccccc2NC1=O (stereo not given)
- CCHFV vOTU inh = -6
- PrPC surface inh = -3

An excerpt; the hit share may differ from the screen's.
